Assay outcomes deposited in PubChem by National Center for Advancing Translational Sciences (NCATS).
KCNH2 WT inh: KCNH2 (human, wildtype) channel inhibition | hit rate 0.37% among 340,000 | U2OS, BacMam KCNH2, thallium flux FluxOr; hits give low values | activity change, % at 1.84 µM;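 active means maximum activity change below -70%; inconclusive means maximum activity change between -70% and -50%; inactive means maximum activity change above -50%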; further: on the % scale 0 is the no-effect control and ±100 the full control effect
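U2OS cells were transduced with wild-type KCNH2 virus (2.03 x 10^8 / mL) for 4 h at room temperature, then cultured overnight at 37 C. Thallium flux was read with FluxOr dye. Rate constants were normalized to DMSO controls.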
Tb PFK inh: blocks T. brucei phosphofructokinase; Potency, µM (highest dose often 57.5 µM), for inactives: at the top dose activity, negative = inhibition, actives largely listed as inhibitors; AID 485367; hit rate 0.17% among 330,000; T. brucei PFK, ADP-Glo luminescence;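 further: potency means the concentration at half of the fitted maximal effect; 0% = uninhibited 1x PFK enzyme wells and -100% = no-enzyme wells; nearly all actives have a fitted effect of over 60% in size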
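Compounds were pin-transferred as a titration series up to 57 uM into substrate buffer (0.5 mM F6P, 0.1 mM ATP, pH 8.0), then 1.25 nM PFK was added and reactions ran 45 min before ADP-Glo detection.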
TCR act: T cell receptor activation. 330,000 tested, under 10 active. Potency, µM (series often up to 9.22 µM), without a hit: at the highest dose activation of IL-2 secretion, most hits filed as activators. AID 504894. primary human leukocytes, anti-CD3, IL-2 HTRF, 48 h; further: % of control where 0% means no effect
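TCR engagement came from a-CD3 beads alone, with compounds added to primary human leukocytes for 48 hr. Secreted IL-2 bridged europium cryptate- and d2-labelled anti-IL-2 antibodies, giving FRET emission at 665nm after 320nm excitation.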
TSHR antagonist: blocks TSH signaling through the human TSH receptor; hit rate 0.2% among 330,000; P16473; activity change, negative = inhibition, % at 11.5 µM; TSHR-expressing cells, TSH-stimulated cAMP HTRF, 2 h; hits give low values;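 active means activity change below a set negative limit, meaning inhibition stronger than a set level, cut at about -70% in these data; inconclusive means activity change between two set negative limits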; further: on the % scale 0 is the no-effect control and ±100 the full control effect
Target sequence (P16473 whole entry, looked up): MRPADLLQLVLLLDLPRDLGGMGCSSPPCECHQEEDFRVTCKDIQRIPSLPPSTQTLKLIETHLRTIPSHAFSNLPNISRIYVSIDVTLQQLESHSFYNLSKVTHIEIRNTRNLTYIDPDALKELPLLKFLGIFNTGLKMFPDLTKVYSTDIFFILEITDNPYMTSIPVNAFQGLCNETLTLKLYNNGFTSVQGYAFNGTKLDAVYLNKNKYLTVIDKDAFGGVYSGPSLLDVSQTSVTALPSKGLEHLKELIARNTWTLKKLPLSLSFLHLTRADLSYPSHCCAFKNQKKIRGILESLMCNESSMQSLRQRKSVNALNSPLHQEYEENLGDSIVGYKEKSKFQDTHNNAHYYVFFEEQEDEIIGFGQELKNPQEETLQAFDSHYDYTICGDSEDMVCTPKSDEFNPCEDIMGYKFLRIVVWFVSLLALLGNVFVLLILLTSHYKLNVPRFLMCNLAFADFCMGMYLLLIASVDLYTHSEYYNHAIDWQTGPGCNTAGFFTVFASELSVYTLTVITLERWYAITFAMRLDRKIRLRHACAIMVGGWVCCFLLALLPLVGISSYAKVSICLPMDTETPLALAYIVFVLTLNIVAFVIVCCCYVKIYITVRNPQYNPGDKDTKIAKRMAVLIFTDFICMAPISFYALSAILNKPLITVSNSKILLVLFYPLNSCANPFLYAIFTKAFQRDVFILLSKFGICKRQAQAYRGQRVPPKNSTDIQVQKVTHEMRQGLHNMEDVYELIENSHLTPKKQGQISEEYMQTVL
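Antagonism was scored as loss of TSH-driven cAMP in TSHR cells, stimulated with 4nM TSH (EC80) for 2 hours at 37 deg C and detected by homogeneous HTRF competition immunoassay.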
AT treatment: candidate therapy for ataxia-telangiectasia. hit rate 0.19% among 320,000. AID 485349. […] A-T fibroblasts, KAP-1 phosphorylation AlphaLISA; neocarzinostatin DNA damage 30 min before lysis. Potency, µM (doses to about 57.5 µM), without a hit: at the highest dose activation, usual class: activators; further: potency means the concentration at half of the fitted maximal effect; % of control where 0% means no effect; nearly all actives have a fitted effect of over 45% in size
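hTERT-immortalized A-T patient fibroblasts ([…]), 500 cells/well in OPTI-MEM, 1% FBS, got compounds for 60 min, then NCS for 30 min at 37C. Lysates were then assayed for phospho-KAP-1 by AlphaLISA (anti-pKAP1 donor, anti-KAP1 acceptor beads), 6 hr at 25C.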
GALK inh: galactokinase (human) inhibition; hit rate 0.007% among 270,000; Purified GALK, Kinase-Glo residual ATP luminescence; P51570; AID 1868; Potency, µM (titrated, usually from 57.5 µM), for the others: at the top dose activity change, negative = inhibition, usual class: inhibitors; further: potency means the concentration at half of the fitted maximal effect; on the % scale 0 is the no-effect control and ±100 the full control effect
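GALK at 5 nM final was combined with compound, 35 uM ATP and 100 uM galactose in HEPES pH8.0 with MgCl2 and DTT. The reaction ran one hour at room temperature before luminescent ATP detection.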
FBPA coupling cs: coupling enzyme interference in Giardia aldolase counter-screen | hit rate 0.67% among 290,000 | activity change, negative = inhibition, % at 58.2 µM, hits read low | AID 2472 | coupling enzyme system counterscreen, AmpLite Red fluorescence; in the data active means activity change below about -30%; further: on the % scale 0 is the no-effect control and ±100 the full control effect
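Activity here indicates interference with the coupling reaction, not aldolase inhibition. Compounds at 57.5 uM final met coupling enzymes for 10 min at RT; substrate and AmpLite Red detection followed, with a 525/598 nm fluorescence read after 20 min.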
BCR signal inh: chronic active BCR signaling inhibition; ABC-DLBCL IkBa-CBG/CBR reporter, luminescence ratio, 4 h; hit rate 0.05% among 340,000; Potency, µM (highest dose often 46.1 µM), inactives show at the top dose ratio change, negative = lower green/red ratio, usual class: inhibitors; AID 493014; active means well fitted inhibition curve with a large enough effect in the signal ratio, with a control signal flat, not every such curve was filed as active; inconclusive means small, poorly fitted or top-dose-only effect, or effect the other way, or a change in a side signal; the % refers to the signal ratio;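 further: potency means the concentration at half of the fitted maximal effect; plate controls were basal doxycycline-induced cells for no effect and cells given 10 µM MG132 for full effect; MG132 reads +100%, hits lower the ratio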
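Concentration-response series (up to 46 uM) were applied to TMD8 dual-reporter cells for 4 h at 37C with doxycycline. Green/red ratio, after filter-overlap correction, defined %Activity; red signal alone was normalised to basal cells and zero luminescence.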
Giardia killer: kills Giardia lamblia | Giardia lamblia trophozoite viability | activity change, % at 7.66 µM, hits read low | hit rate 0.15% among 340,000 | AID 540267; in the data active means activity change below about -80%; inconclusive means between about -30% and that limit;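 further: parasites exposed to compound for two days anaerobically before the ATP read; on the % scale 0 is the no-effect control and ±100 the full control effect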
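Each well holds 100 Giardia trophozoites and compound. After two days (48 hrs) at 37 deg C in anaerobic conditions, ATP is quantified by luminescence.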
CXXC DNA block: blocks binding of human MLL CXXC domain to DNA | AID 2662 | MLL-CXXC / FITC-HOXA9 DNA fluorescence polarization | Q03164 | hit rate 0.037% among 290,000 | Potency, µM (doses to about 115 µM), inactives show at the highest dose activity change, negative = inhibition, most hits filed as inhibitors; active means well fitted inhibition curve with a large enough effect in the polarisation, with a control signal flat, not every such curve was filed as active; inconclusive means small, poorly fitted or top-dose-only effect, or effect the other way, or a change in a side signal; inactive means no such curve, though single readings can be large or run the other way; the % refers to the polarisation; further: potency means the concentration at half of the fitted maximal effect
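Steps: dispense CXXC domain solution (7 uM) → pin compounds or unlabeled HOX-A9 DNA control → 5 min ambient → add FLSN-HOX-A9 solution (50 nM) → spin → 30 min ambient → fluorescence polarization. Tris pH 7.5/NaCl/DTT/BSA buffer.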
An asterisk follows results filed as active; ? = inconclusive; / = not tested or not shown; & = joins results of further samples; [ ] = dose if it differs, or a comment. Unless noted, the call rests on the fitted dose curve; in most records, active means well fitted curve in the direction sought with a large enough effect; inconclusive means small, poorly fitted or top-dose-only effect, or another doubt; inactive means no such curve, though single readings can be large; an effect the other way counts as inactive or inconclusive.

SMILES	KCNH2 WT inh	Tb PFK inh	TCR act	TSHR antagonist	AT treatment	GALK inh	FBPA coupling cs	BCR signal inh	Giardia killer	CXXC DNA block
Cc1c(C#N)c(N)nc2c3c(sc12)NC(=O)CC3c1ccc(Cl)cc1 (stereo not given)	8	4%	-14%[46.1 µM]	27	4%	-4%	4	?	-5	9%
C=CCSC1=NC(N)=C(C#N)C2(CCCCC2)C1C(N)=O (stereo not given)	-4	-5%	-1%	2	-10%	-1%	3	-2%	3	4%
C/C(=N\NC(=O)c1cccc(N/N=C(\C)c2cc(O)ccc2O)c1)c1cc(O)ccc1O	-23	-4%	-4%	1	-4%	3%	-1	?	-9	3%
CN(Cc1cnn(C)c1)S(=O)(=O)c1cccc([N+](=O)[O-])c1	-15	6%	8%	-8	1%	-1%	-2	7%	25	18%
COc1cc(-c2cc(C(=O)Nc3nc4ccccc4s3)c3ccccc3n2)cc(OC)c1OC	1	-1%	8%[46.1 µM]	-6	1%	1%	6	-1%	-1	0%
Cc1[nH]c2ccccc2c1C(=O)CN1CCCC1	-13	-3%	2%	6	2%	3%	7	-1%	21	56%[activator]
CC(C)CN1CCN(Cc2cc3ccccc3[nH]2)CC1CCO (stereo not given)	18	-4%	-3%	-5	3%	9%	1	-2%	12	-2%
COc1ccc(-n2ncc3c(=O)n(CC(C)=O)cnc32)cc1	5	1%	7%	6	-6%	4%	3	?	-7	-4%
Cn1c(O)c(N=NC(=O)c2cc(-c3cccs3)nc3ccccc23)c2ccccc21	0	-1%	-3%[46.1 µM]	-10	2%	2%	-1	0%	-1	9%
CCOC(=O)C1CCN(C(=O)c2ccc(OC3CCN(C(=O)CCOC)CC3)cc2)CC1	3	-20%	5%	5	-1%	2%	3	6%	?	1%
Cc1ccc(N2CC(C(=O)Nc3cc(Cl)ccc3-n3cncn3)CC2=O)cc1 (stereo not given)	1	2%	10%	1	-6%	/	/	-5%	11	/
O=C(O)CCCC(=O)NCCc1ccncc1	0	-8%	-1%	1	8%	0%	-3	?	-1	5%
COc1ccccc1NS(=O)(=O)c1ccc(N/N=C/c2c(C)nn(-c3ccccc3)c2N2CCCC2)c([N+](=O)[O-])c1	-2	4%	-3%[46.1 µM]	-18	-10%	2%	-1	9%	9	2%
COc1cc(NC2CCCCC2O)c2nc(-c3ccc(Cl)cc3)ccc2c1 (stereo not given)	-9	1%	-3%	41	?	4%	-31*	?	-1	?
CC(=O)Nc1sc(NC(=O)c2ccc(C)cc2)nc1-c1cccs1	-1	-4%	-1%[46.1 µM]	-5	4%	0%	1	?	-6	-10%
c1ccc2c(c1)oc1c(NCc3ccc4c(c3)OCO4)ncnc12	-9	-6%	-14%	-45	4%	5%	-2	?	-11	3%
Cc1cc(NC(=O)COc2cccc(C)c2C)no1	11	-15%	8%	0	3%	-2%	-3	13%	8	-29%
COc1ccc(NC(=O)CN(C2CCCCC2)S(C)(=O)=O)cc1Cl	4	-4%	-10%	-1	/	1%	2	-14%	0	2%
COc1ccc(CNC(=O)CC(C)CC2=NS(=O)(=O)c3ccccc3N2)cc1 (stereo not given)	-1	2%	-1%	2	-7%	/	-3	10%&5%	-11	-2%
C#CCOCCOCCOCCNc1nc(N2CCN(C(=O)[C@H](CCCCN)n3cc([C@@H](N)CC(N)=O)nn3)CC2)nc(N2CCN(C(=O)[C@H](CCCCN)n3cc([C@@H](N)CC(N)=O)nn3)CC2)n1	-1	-4%	14%	12	3%	/	/	1%	14	/
COc1ccc(CCNC(=O)Cn2cnc3sc(C)c(-c4ccc(F)cc4)c3c2=O)cc1OC	-16	-1%	0%	-11	-1%	0%	2	-14%	24	10%
Cc1ccccc1C(=O)Nc1ccnn1C1CCN(CC2CC=CCC2)CC1 (stereo not given)	-3	-2%	-1%	17	-1%	-2%	/	-7%	47[activator]	-7%
CCOc1ccc(N(CC(=O)Nc2ccc(OC)cc2)S(C)(=O)=O)cc1	-2	-2%	2%	8	6%	2%	1	-5%	-2	4%
CCN(c1ccccc1)S(=O)(=O)c1ccc(NCC2COc3ccccc3O2)nc1 (stereo not given)	2	-1%	/	?	31%	-1%	11	9%	20	-1%
O=C1N=C(N2CCOCC2)S/C1=C/c1cccs1	4	0%	3%	-5	-9%	/	2	1%	0	-2%
O=C(N/C(=C\c1ccccc1)C(=O)N1CCOCC1)c1ccc(Br)o1	1	-1%	0%	-1	-4%	8%	1	-1%	-12	6%
Cc1cc(NC(=O)CSc2nc3cc(Cl)ccc3c(=O)n2Cc2ccco2)no1	0	-2%	7%	3	8%	10%	0	2%	3	10%
CCOC(=O)c1ccc(NC(=O)c2cc(C)nc3ccccc23)cc1	-32	-3%	/	33	15%	-7%	0	2%	-3	14%
COc1ccc(CNS(=O)(=O)CCNC(=O)c2ccc3c(c2)OCO3)cc1	2	-11%	1%	2	13%	/	/	-6%	-4	/
CCOC(=O)/C=C1\SCC(=O)N1CC(=O)NC(C)C	-7	1%	-2%	-2	-2%	-3%	0	20%	-11	3%
Cc1cc(N2CCN(C)CC2)nc2ccc(NC(=O)c3ccc(Br)o3)cc12	-1	1%	1%	15	-8%	0%	-3	0%	8	4%
O=C(CSc1nc2cc3ccccc3cc2[nH]1)Nc1ccc(F)cc1	9	/	5%	/	/	5%	1	/	15	7%
CCCCCn1c(CNC(=O)COC)nc2ccccc21	9	-9%	/	-1	6%	3%	0	?	-3	-1%
CS(=O)(=O)N(CC(=O)NCCSCc1ccccc1)c1ccc2c(c1)OCO2	-1	0%	-4%	10	-1%	-1%	-1	?	-6	9%
COc1ccc(NC(=S)Nc2cnc3ccccc3c2)c(OC)c1	8	3%	-6%	-3	0%	4%	1	5%	1	24%
CCN(CC)C(=O)CSc1nc(O)cc(=O)n1CC	-2	2%	/	-5	-2%	-1%	0	-2%	1	8%

Retrieved one by one from above, 2 records:
SMILES	KCNH2 WT inh	Tb PFK inh	TCR act	TSHR antagonist	AT treatment	GALK inh	FBPA coupling cs	BCR signal inh	Giardia killer	CXXC DNA block
CCN(CC)C(=O)CSc1nc(O)cc(=O)n1CC	-2	2%	/	-5	-2%	-1%	0	-2%	1	8%
O=C1N=C(N2CCOCC2)S/C1=C/c1cccs1	4	0%	3%	-5	-9%	/	2	1%	0	-2%

The list goes on:
SMILES	KCNH2 WT inh	Tb PFK inh	TCR act	TSHR antagonist	AT treatment	GALK inh	FBPA coupling cs	BCR signal inh	Giardia killer	CXXC DNA block
CCOC(=O)[C@@H]1CCN(Cc2ccccc2)C[C@H]1c1ccccc1	-7	1%	-5%	1	5%	2%	-2	-4%	5	-3%
CC(=O)c1ccc(COC(=O)c2cc3ccccc3oc2=O)cc1	9	-1%	0%	5	0%	4%	2	?	16	-4%
COc1ccc(S(=O)(=O)NC2CC2)cc1Br	-4	1%	0%	6	6%	9%	1	?	0	2%
Cn1c(N)c(C(=O)COC(=O)COc2ccc(Cl)cc2Cl)c(=O)n(C)c1=O	13	-2%	1%[46.1 µM]	6	-1%	/	/	3%	4	/
COc1ccc(C(=O)Nc2nc3ccccc3[nH]2)cc1OC	-5	0%	3%[46.1 µM]	-9	1%	0%	0	?	8	-17%
CC(C)C[C@@H](CN1C(N)=NC[C@@H]1C)NC(=O)CC12CC3CC(CC(C3)C1)C2	0	6%	7%	-9	-1%	/	/	2%	-12	/
CC(C)c1nc(-c2ccccc2)c(-c2ccccc2)[nH]1	-5	-4%	-3%	-10	1%	-1%	3	?	-4	0%
COc1ccc(/C=C2/N=C(SCC(=O)Nc3cc(C)on3)N(c3ccccc3)C2=O)cc1	-1	-6%	-6%[46.1 µM]	2	8%	1%	5	?	1	22%

Single records, as listed above.
CC(C)C[C@@H](CN1C(N)=NC[C@@H]1C)NC(=O)CC12CC3CC(CC(C3)C1)C2 as listed: KCNH2 WT inh: 0; Tb PFK inh: 6%; TCR act: 7%; TSHR antagonist: -9; AT treatment: -1%; GALK inh: /; FBPA coupling cs: /; BCR signal inh: 2%; Giardia killer: -12; CXXC DNA block: /
COc1ccc(C(=O)Nc2nc3ccccc3[nH]2)cc1OC as listed: KCNH2 WT inh: -5; Tb PFK inh: 0%; TCR act: 3%[46.1 µM]; TSHR antagonist: -9; AT treatment: 1%; GALK inh: 0%; FBPA coupling cs: 0; BCR signal inh: ?; Giardia killer: 8; CXXC DNA block: -17%
